HRas wt GTP bind – changes GTP binding to wildtype human HRas; P01112; 190,000 compounds, 0.14% hits; GTP binding activity, % at 10 µM; GST-Ras wt beads, Bodipy-FL-GTP binding, flow cytometry; actives lie on both sides;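 active = GTP binding activity at least 20% away from the 100% baseline, either lowered as inhibitor or raised as activator; inconclusive = flagged as likely green fluorescent, judged across all proteins in the well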;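 note: 0% = unlabeled GTP competition control and 100% = no-compound control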
Target sequence (P01112 whole entry, looked up): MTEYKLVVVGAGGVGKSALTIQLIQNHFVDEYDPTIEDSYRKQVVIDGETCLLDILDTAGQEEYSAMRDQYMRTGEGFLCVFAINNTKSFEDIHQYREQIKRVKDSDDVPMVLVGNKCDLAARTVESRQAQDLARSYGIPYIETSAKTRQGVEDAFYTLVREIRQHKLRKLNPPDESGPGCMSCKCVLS
Mcl1 Noxa PPI – disrupts binding of human Mcl-1 to Noxa peptide. Q07820. TR-FRET Mcl-1/Noxa peptide binding, 2 h. inhibition, % at 21.7 µM. 220,000 compounds, 1.5% hits;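 active = compounds that cut the protein-peptide binding signal by more than 50% relative to plate controls in a single-dose test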;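 note: His-tagged Mcl-1 with rhodamine Noxa BH3 peptide and terbium anti-His antibody; 0% = Mcl-1 plus Noxa peptide wells and 100% = peptide-only wells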
Target sequence (Q07820 whole entry, looked up): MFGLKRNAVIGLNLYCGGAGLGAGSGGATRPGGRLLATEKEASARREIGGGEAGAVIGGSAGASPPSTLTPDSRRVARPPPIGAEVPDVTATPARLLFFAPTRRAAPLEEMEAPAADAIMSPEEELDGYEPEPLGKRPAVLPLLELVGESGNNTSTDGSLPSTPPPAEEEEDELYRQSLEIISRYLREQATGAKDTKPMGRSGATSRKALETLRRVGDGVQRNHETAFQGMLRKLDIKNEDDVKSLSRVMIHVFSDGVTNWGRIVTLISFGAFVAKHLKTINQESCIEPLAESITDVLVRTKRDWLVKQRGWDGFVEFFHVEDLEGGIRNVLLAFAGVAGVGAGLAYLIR
Bim-Mcl-1 – disrupts Bim peptide binding to human Mcl-1; Q07820; Bead-based flow cytometry, Bim peptide-Mcl-1 binding; inhibition, % at 10 µM; 190,000 compounds, 0.1% hits; AID 1009; in the data active = inhibition above about 40%;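 note: 0% = no compound tracer wells and 100% = peptide blocker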
Rab2A wt mod – changes GTP binding to wildtype dog Rab2A, up or down; P61105; GST-Rab2 wt beads, Bodipy-GTP binding, flow cytometry; GTP binding activity, % at 10 µM; 190,000 compounds, 0.19% hits;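 active = GTP binding activity at least 20 points away from 100%, either lowered or raised; inconclusive = signal likely due to the compound's own green fluorescence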;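 note: 0% = beads with excess unlabeled GTP and 100% = no-compound control corrected for plate trend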
Cdc42 wt – human Cdc42 wildtype GTP binding change, either direction; 190,000 compounds, 0.2% hits; percent activity (GTP binding), % at 10 µM; P60953; AID 761; GST-Cdc42 beads, Bodipy-GTP binding, flow cytometry; actives lie on both sides;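 active = percent activity GTP binding at least 20 points away from the 100% baseline, either down as inhibitor or up as activator; inconclusive = compound flagged as likely green fluorescent from well-wide comparison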;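 note: median bead fluorescence of bound Bodipy-FL-GTP at 100 nM; 0% = excess unlabeled GTP control and 100% = no compound control; below 100% means less GTP binding so inhibitor and above means activator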
Target sequence (P60953 whole entry, looked up): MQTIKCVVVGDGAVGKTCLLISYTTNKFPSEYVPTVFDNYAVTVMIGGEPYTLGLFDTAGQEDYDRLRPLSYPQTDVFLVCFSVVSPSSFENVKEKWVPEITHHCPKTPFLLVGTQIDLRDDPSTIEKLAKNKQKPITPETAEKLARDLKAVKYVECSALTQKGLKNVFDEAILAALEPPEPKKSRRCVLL
Pf gamet viab – kills late stage P. falciparum gametocytes; P. falciparum stage V gametocytes, ATP luminescence, 24 h; inhibition, % at 10.9 µM; 150,000 compounds, 0.065% hits;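 active = inhibition above the mean plus 3 SD of compounds within the control limits, set per campaign, cut at about 38% in these data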;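 note: 0% = DMSO wells and 100% = medium only without gametocytes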
Rac1 wt GTP bind – alters GTP binding to wildtype human Rac1; GTP binding activity (% of control), % at 10 µM; P63000; 190,000 compounds, 0.27% hits; GST-Rac1 beads, fluorescent GTP binding, flow cytometry; actives lie on both sides; 0 = cold GTP competed, 100 = untreated;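 active = GTP binding activity at least 20 points away from the 100% control level, either lower or higher; inconclusive = compound flagged as likely green fluorescent, judged across all proteins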
Mcl1-Bid inh – Mcl-1/Bid interaction inhibition. inhibition, % at 21.7 µM. 220,000 compounds, 0.97% hits. Q07820. TR-FRET Mcl-1/Bid-Dy647 peptide binding, 1536-well;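 active = compounds that cut the binding signal by more than half at the single screening dose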;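 note: His-tagged Mcl-1 with europium anti-His antibody binding Bid BH3 peptide; 0% = Mcl-1 plus peptide wells and 100% = peptide-only wells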
Rac1 act GTP bind – modulators of GTP binding to human Rac1 activated mutant; P63000; GST-Rac1 activated beads, fluorescent GTP binding, flow cytometry; actives lie on both sides; 100% means binding = to untreated wells; percent activity (GTP binding), % at 10 µM; 190,000 compounds, 0.11% hits;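 active = GTP binding at least 20 percentage points away from the 100% baseline, in either direction, so actives lie on both sides; inconclusive = Compound likely fluorescent itself, or too few beads counted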
Avidin bead fluor – avidin bead compound fluorescence profile | 220,000 compounds, 0.38% hits | Avidin beads, compound fluorescence 488/530 nm, flow cytometry; stronger effect = higher value | fluorescence (KMESF) at 10 µM; in the data active = fluorescence above about 47; note: inactives centre near 10
Rab7 wt GTP bind – modulators of GTP binding to dog Rab7 wildtype GTPase; GST-Rab7 beads, fluorescent GTP binding, flow cytometry; actives lie on both sides; untreated = 100%, excess cold GTP = 0%; GTP binding activity (percent of control), % at 10 µM; 190,000 compounds, 0.055% hits;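 active = fluorescent GTP binding to Rab7 beads changed by at least 20 points from the 100% baseline, either direction, mostly lower; inconclusive = compound itself probably fluorescent, or too few beads counted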;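 note: median green fluorescence of bound Bodipy-FL-GTP per Rab7 bead population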
Starred values were filed as active, the others as inactive. Hits appear at their usual frequency; 2.7% or so of the library scored in one or more.

For O=C(O)c1cnc(-c2ccccc2)nc1Sc1cccc(Cl)c1 the results were HRas wt GTP bind 104, Mcl1 Noxa PPI 22, Bim-Mcl-1 -7, Rab2A wt mod 102, Cdc42 wt 105, Pf gamet viab -14, Rac1 wt GTP bind 106, Mcl1-Bid inh 31, Rac1 act GTP bind 99, Avidin bead fluor 4 and Rab7 wt GTP bind 104.
Screening Cc1nc(NCCc2ccccc2F)c(C#N)c(C)c1[N+](=O)[O-] returned HRas wt GTP bind 98, Mcl1 Noxa PPI 4, Bim-Mcl-1 3, Rab2A wt mod 98, Cdc42 wt 100, Rac1 wt GTP bind 100, Mcl1-Bid inh 0, Rac1 act GTP bind 96, Avidin bead fluor 2 and Rab7 wt GTP bind 98.
For CCN(C(=O)COC(=O)c1c(NC(C)=O)sc(C)c1C)C1CCS(=O)(=O)C1 (centres undefined) the results were HRas wt GTP bind 100, Mcl1 Noxa PPI 29, Bim-Mcl-1 -5, Rab2A wt mod 100, Cdc42 wt 103, Pf gamet viab -22, Rac1 wt GTP bind 104, Mcl1-Bid inh -23, Rac1 act GTP bind 100, Avidin bead fluor 18 and Rab7 wt GTP bind 97.
`Clc1ccc(/C=N/NC(=Nc2ccccc2)c2ccccn2)c(Cl)c1` gave HRas wt GTP bind 97, Bim-Mcl-1 -2, Rab2A wt mod 95, Cdc42 wt 98, Rac1 wt GTP bind 90, Mcl1-Bid inh -14, Rac1 act GTP bind 93, Avidin bead fluor 39 and Rab7 wt GTP bind 94.
For O=C(Nc1ccccc1Cl)N1CCSc2ccccc21 the results were HRas wt GTP bind 97, Mcl1 Noxa PPI 22, Bim-Mcl-1 -1, Rab2A wt mod 95, Cdc42 wt 95, Rac1 wt GTP bind 96, Mcl1-Bid inh -31, Rac1 act GTP bind 94, Avidin bead fluor 13 and Rab7 wt GTP bind 97.
For Cc1ccc(NC(=O)CN(C)C(=O)CCCN2C(=O)c3ccccc3C2=O)cc1 the results were HRas wt GTP bind 95, Mcl1 Noxa PPI 10, Bim-Mcl-1 -7, Rab2A wt mod 95, Cdc42 wt 95, Rac1 wt GTP bind 95, Mcl1-Bid inh -23, Rac1 act GTP bind 95, Avidin bead fluor 10 and Rab7 wt GTP bind 94.
For C=CCC(C(=O)c1ccccc1)[N+](C)(C)CC=C (centres undefined) the results were HRas wt GTP bind 97, Mcl1 Noxa PPI 19, Bim-Mcl-1 0, Rab2A wt mod 96, Cdc42 wt 97, Pf gamet viab 12, Rac1 wt GTP bind 100, Mcl1-Bid inh -10, Rac1 act GTP bind 98, Avidin bead fluor 11 and Rab7 wt GTP bind 97.
`CCCC(CCC)C(=O)Oc1cc(C)[nH]c(=O)c1[N+](=O)[O-]` gave HRas wt GTP bind 99, Mcl1 Noxa PPI 18, Bim-Mcl-1 0, Rab2A wt mod 101, Cdc42 wt 99, Pf gamet viab -7, Rac1 wt GTP bind 100, Mcl1-Bid inh 27, Rac1 act GTP bind 96, Avidin bead fluor 13 and Rab7 wt GTP bind 102.
For COc1ccc(CNc2ccc(C)c(C)c2)c(OC)c1OC the results were HRas wt GTP bind 100, Mcl1 Noxa PPI 19, Bim-Mcl-1 -2, Rab2A wt mod 102, Cdc42 wt 99, Pf gamet viab -57, Rac1 wt GTP bind 104, Mcl1-Bid inh -42, Rac1 act GTP bind 98, Avidin bead fluor 25 and Rab7 wt GTP bind 110.
`O=C(CN1CCOc2ccccc21)NCc1ccc(F)cc1` gave HRas wt GTP bind 101, Mcl1 Noxa PPI -1, Bim-Mcl-1 -4, Rab2A wt mod 101, Cdc42 wt 98, Rac1 wt GTP bind 104, Mcl1-Bid inh -12, Rac1 act GTP bind 98, Avidin bead fluor 7 and Rab7 wt GTP bind 102.
`CCOC(=O)c1cc(-c2nnc(-c3ccc(Oc4ccccc4)cc3)o2)c(C)nc1C` gave HRas wt GTP bind 103, Mcl1 Noxa PPI -13, Bim-Mcl-1 -3, Rab2A wt mod 103, Cdc42 wt 104, Rac1 wt GTP bind 106, Mcl1-Bid inh -20, Rac1 act GTP bind 99, Avidin bead fluor 9 and Rab7 wt GTP bind 100.
For CCn1c(-c2c(Cl)c(C)nn2C)n[nH]c1=S the results were HRas wt GTP bind 104, Mcl1 Noxa PPI 26, Bim-Mcl-1 -4, Rab2A wt mod 100, Cdc42 wt 103, Pf gamet viab -16, Rac1 wt GTP bind 105, Mcl1-Bid inh -64, Rac1 act GTP bind 103, Avidin bead fluor 3 and Rab7 wt GTP bind 103.
CCCc1cc(C(=O)N2CCC(N3CCC(C(=O)NC(C)C)CC3)CC2)n(C)n1 was read as HRas wt GTP bind 99, Mcl1 Noxa PPI -6, Bim-Mcl-1 -4, Rab2A wt mod 98, Cdc42 wt 99, Rac1 wt GTP bind 104, Mcl1-Bid inh -18, Rac1 act GTP bind 99, Avidin bead fluor 10 and Rab7 wt GTP bind 98.
`O=C(COC(=O)c1cccnc1Cl)c1cccc(Cl)c1` gave HRas wt GTP bind 102, Mcl1 Noxa PPI -3, Bim-Mcl-1 0, Rab2A wt mod 100, Cdc42 wt 101, Pf gamet viab 9, Rac1 wt GTP bind 106, Mcl1-Bid inh 12, Rac1 act GTP bind 98, Avidin bead fluor 7 and Rab7 wt GTP bind 102.
`CNc1nc(OCCNC(=O)Nc2ccccc2)nc(N2CCOCC2)n1` gave HRas wt GTP bind 103, Mcl1 Noxa PPI 7, Bim-Mcl-1 4, Rab2A wt mod 102, Cdc42 wt 104, Pf gamet viab -1, Rac1 wt GTP bind 103, Mcl1-Bid inh -3, Rac1 act GTP bind 102, Avidin bead fluor 6 and Rab7 wt GTP bind 105.
For CCN(CCO)Cc1csc2ccc(Cl)cc12 the results were HRas wt GTP bind 102, Mcl1 Noxa PPI 17, Bim-Mcl-1 0, Rab2A wt mod 100, Cdc42 wt 103, Pf gamet viab 5, Rac1 wt GTP bind 105, Mcl1-Bid inh -4, Rac1 act GTP bind 103, Avidin bead fluor 3 and Rab7 wt GTP bind 100.
Screening CCOC(=O)c1cnc(-n2nc(C)cc2C)nc1NNc1nc(-c2ccccc2)cc(-c2ccccc2)n1 returned HRas wt GTP bind 105, Mcl1 Noxa PPI -87, Bim-Mcl-1 -2, Rab2A wt mod 103, Cdc42 wt 102, Rac1 wt GTP bind 107, Mcl1-Bid inh -98, Rac1 act GTP bind 105, Avidin bead fluor 20 and Rab7 wt GTP bind 107.
COc1ccc(/C=N/Nc2cn[nH]c(=O)c2Cl)cc1 was read as HRas wt GTP bind 89, Mcl1 Noxa PPI 4, Bim-Mcl-1 8, Rab2A wt mod 92, Cdc42 wt 92, Pf gamet viab -25, Rac1 wt GTP bind 88, Mcl1-Bid inh -28, Rac1 act GTP bind 94, Avidin bead fluor 24 and Rab7 wt GTP bind 92.
CC1CCCCC1NC(=O)CN1CCC(O)(c2ccc(F)cc2)CC1 (centres undefined) was read as HRas wt GTP bind 100, Mcl1 Noxa PPI 19, Bim-Mcl-1 -2, Rab2A wt mod 99, Cdc42 wt 99, Pf gamet viab 13, Rac1 wt GTP bind 101, Mcl1-Bid inh -12, Rac1 act GTP bind 97, Avidin bead fluor 14 and Rab7 wt GTP bind 101.
CCOc1cc(C)c(Cl)cc1S(=O)(=O)N1CCCC1 was read as HRas wt GTP bind 99, Mcl1 Noxa PPI -4, Bim-Mcl-1 0, Rab2A wt mod 96, Cdc42 wt 98, Pf gamet viab -1, Rac1 wt GTP bind 101, Mcl1-Bid inh -27, Rac1 act GTP bind 98, Avidin bead fluor 9 and Rab7 wt GTP bind 99.
`O=C(Nc1nnc(-c2ccccc2F)s1)c1cccnc1` gave HRas wt GTP bind 100, Mcl1 Noxa PPI 6, Bim-Mcl-1 -3, Rab2A wt mod 100, Cdc42 wt 97, Pf gamet viab 4, Rac1 wt GTP bind 103, Mcl1-Bid inh 2, Rac1 act GTP bind 93, Avidin bead fluor 7 and Rab7 wt GTP bind 108.
`CCCCOP(=O)(c1ccc(N(C)C)cc1)C(Nc1ccccc1)c1ccccc1` (centres undefined) gave HRas wt GTP bind 98, Mcl1 Noxa PPI 2, Bim-Mcl-1 3, Rab2A wt mod 95, Cdc42 wt 96, Pf gamet viab -7, Rac1 wt GTP bind 100, Mcl1-Bid inh -35, Rac1 act GTP bind 97, Avidin bead fluor 5 and Rab7 wt GTP bind 100.
Screening CCCCCCC1CC(CCC(=O)Nc2ccc([N+](=O)[O-])cc2)C(=O)O1 (centres undefined) returned HRas wt GTP bind 100, Mcl1 Noxa PPI -3, Bim-Mcl-1 -2, Rab2A wt mod 98, Cdc42 wt 98, Pf gamet viab 6, Rac1 wt GTP bind 102, Mcl1-Bid inh -28, Rac1 act GTP bind 98, Avidin bead fluor 10 and Rab7 wt GTP bind 101.
Screening CCN1CCc2c(OCC(=O)Nc3cccc(C)c3C)cccc2C1=O returned HRas wt GTP bind 99, Mcl1 Noxa PPI -22, Bim-Mcl-1 -2, Rab2A wt mod 99, Cdc42 wt 99, Rac1 wt GTP bind 95, Mcl1-Bid inh -40, Rac1 act GTP bind 96, Avidin bead fluor 9 and Rab7 wt GTP bind 100.
Screening CSc1c(CC(=O)NCCO)n(C)c2ccccc12 returned HRas wt GTP bind 98, Mcl1 Noxa PPI 9, Bim-Mcl-1 -1, Rab2A wt mod 97, Cdc42 wt 95, Rac1 wt GTP bind 98, Mcl1-Bid inh -37, Rac1 act GTP bind 98, Avidin bead fluor 20 and Rab7 wt GTP bind 100.
For CCS(=O)(=O)N1CCN(c2ccc([N+](=O)[O-])c(NCC3CCCO3)c2)CC1 (centres undefined) the results were HRas wt GTP bind inconclusive, Mcl1 Noxa PPI 3, Bim-Mcl-1 -2, Rab2A wt mod inconclusive, Cdc42 wt inconclusive, Pf gamet viab -38, Rac1 wt GTP bind inconclusive, Mcl1-Bid inh -10, Rac1 act GTP bind inconclusive, Avidin bead fluor 5 and Rab7 wt GTP bind inconclusive.
Screening CC(=O)Nc1ccc(/C(C)=N/Nc2nc(Nc3ccccc3)nc(N3CCOCC3)n2)cc1 returned HRas wt GTP bind 97, Mcl1 Noxa PPI 9, Bim-Mcl-1 0, Rab2A wt mod 100, Cdc42 wt 103, Pf gamet viab 15, Rac1 wt GTP bind 98, Mcl1-Bid inh -36, Rac1 act GTP bind 98, Avidin bead fluor 11 and Rab7 wt GTP bind 97.
`Cc1n[nH]c(C)c1S(=O)(=O)N1CCCC(C(=O)N2CCN(c3ccc(Cl)cc3)CC2)C1` (centres undefined) gave HRas wt GTP bind 100, Mcl1 Noxa PPI 10, Bim-Mcl-1 -5, Rab2A wt mod 101, Cdc42 wt 105, Rac1 wt GTP bind 103, Mcl1-Bid inh -7, Rac1 act GTP bind 101, Avidin bead fluor 13 and Rab7 wt GTP bind 94.
